GRK2 aptamer HTS: human GRK2 inhibition via aptamer displacement | actives 0.59% (n = 330,000) | bead flow cytometry, FAM-aptamer displacement from GRK2 | P25098 | inhibition of aptamer binding, % at 10 µM;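 active means inhibition of aptamer binding above 40%, roughly 3 SD of noise, on plates passing a quality check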;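 further: median bead fluorescence of bound FAM aptamer so fluorescent compounds give negative values; no value below 0 was filed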
Target sequence (P25098 whole entry, looked up): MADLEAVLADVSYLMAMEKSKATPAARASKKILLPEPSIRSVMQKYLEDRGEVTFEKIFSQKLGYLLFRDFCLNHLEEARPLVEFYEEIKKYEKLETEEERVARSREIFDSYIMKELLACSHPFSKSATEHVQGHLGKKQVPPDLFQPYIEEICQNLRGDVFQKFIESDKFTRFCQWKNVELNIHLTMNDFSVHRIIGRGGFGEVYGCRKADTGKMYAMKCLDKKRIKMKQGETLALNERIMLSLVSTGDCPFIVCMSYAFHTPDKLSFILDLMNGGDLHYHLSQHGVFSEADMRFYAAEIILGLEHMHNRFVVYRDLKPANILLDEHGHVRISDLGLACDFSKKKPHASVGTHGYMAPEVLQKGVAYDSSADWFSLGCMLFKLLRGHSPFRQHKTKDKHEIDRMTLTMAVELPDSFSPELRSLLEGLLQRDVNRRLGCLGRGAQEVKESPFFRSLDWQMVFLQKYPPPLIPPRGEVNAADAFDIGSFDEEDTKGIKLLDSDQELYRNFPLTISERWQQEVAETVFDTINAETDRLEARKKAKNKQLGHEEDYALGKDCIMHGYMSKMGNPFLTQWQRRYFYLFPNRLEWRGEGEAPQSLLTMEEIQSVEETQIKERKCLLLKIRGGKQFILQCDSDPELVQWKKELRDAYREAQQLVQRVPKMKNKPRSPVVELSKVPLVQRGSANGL
Bcl-xL primary: blocks human Bcl-xL binding to Bim BH3 peptide | Q07817 | GST-Bcl-xL / FITC-Bim BH3 peptide fluorescence polarization | inhibition, % at 10.9 µM | actives 0.7% (n = 320,000) | AID 2129;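 active means inhibition above the mean of all tested compounds plus 3 SD, cutoff set per campaign, cut at about 30% in these data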;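 further: 0% = DMSO wells and 100% = unlabeled Bim-BH3 peptide competitor; inhibitors lower millipolarization by displacing the labeled peptide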
Target sequence (Q07817 whole entry, looked up): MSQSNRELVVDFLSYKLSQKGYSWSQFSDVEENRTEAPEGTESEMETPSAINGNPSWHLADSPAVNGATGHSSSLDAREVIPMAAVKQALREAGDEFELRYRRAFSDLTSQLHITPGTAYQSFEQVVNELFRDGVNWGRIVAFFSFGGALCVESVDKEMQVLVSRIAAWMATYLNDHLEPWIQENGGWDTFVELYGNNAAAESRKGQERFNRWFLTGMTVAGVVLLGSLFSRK
GLD-1 TGE inh: GLD-1-TGE RNA interaction inhibition (C. elegans); AID 2280; Q17339; purified GLD-1 + fluorescein TGE RNA, fluorescence polarization; inhibition, % at 5.96 µM; actives 0.44% (n = 320,000);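 active means percent inhibition above a per-plate cutoff, the plate mean of test compounds plus 3 SD, cut at about 30% in these data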;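 further: 0% = DMSO wells with GLD-1 and probe and 100% = wells lacking GLD-1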
VLA-4 inh: inhibition in a human VLA-4 binding assay; P13612; VLA-4 expressing cells, ligand binding flow cytometry; inhibition, % (about 7 µM as worked out from the volumes in the protocol); actives 0.2% (n = 330,000); AID 2557; in the data active means inhibition above about 50%
Fam108B inh: counter-screen for RBBP9 inhibitors: inhibitors of mouse Fam108B. recombinant Fam108B, FP-Rh probe fluorescence polarization. inhibition, % at 9.51 µM. actives 0.33% (n = 300,000);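 active means inhibition above the screen mean inhibition plus 3 SD, computed separately per campaign, cut at about 18% in these data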;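 further: inhibitors lower polarization as less probe binds the enzyme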
PME-1 inh: blocks human protein phosphatase methylesterase 1; Q9Y570; recombinant PME-1, FP-Rh probe fluorescence polarization; inhibition, % at 5.9 µM; actives 0.53% (n = 320,000);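 active means inhibition above the campaign mean of all compounds plus 3 SD, cut at about 26% in these data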;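 further: competitive labeling of PME-1 active site by serine hydrolase directed probe; 0% = PME-1 with DMSO and 100% = wells lacking PME-1 enzyme; inhibitors block probe labeling so polarization falls and inhibition rises; many of its hits are not listed in these tables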
Efflux pump mplx: inhibitors of Candida antifungal efflux pumps expressed in yeast. actives 0.44% (n = 330,000). S. cerevisiae Candida pump triplex, Nile Red efflux. inhibition, % at 10 µM. AID 485275;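 active means plate passing quality check with inhibition over a set limit, or well fluorescence over plate mean plus 4 SD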;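 further: Nile Red retained in pooled yeast measured as flow cytometry median fluorescence; 0% = buffer negative control and 100% = Enniatin B positive control; higher means more Nile Red kept so more efflux inhibition; some compounds called inactive have numbers as strong as hits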
MCL1-BIM inh: disrupts human MCL1 binding to BIM-BH3 peptide | inhibition, % at 10.9 µM | AID 2057 | GST-MCL1 / FITC-Bim-BH3 fluorescence polarization | actives 0.68% (n = 320,000);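 active means inhibition above the mean inhibition of all tested compounds plus 3 SD, set per campaign, cut at about 40% in these data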;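 further: 0% = DMSO wells and 100% = unlabeled Bim-BH3 peptide control; higher means more loss of mP so more displacement of Bim peptide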
MEX-5 binding: C. elegans MEX-5 TCR-2 RNA binding activity; Q9XUB2; MEX-5/FITC-TCR2 RNA binding, fluorescence polarization; hits give low values; activity score (negative = inhibition of binding), % at 10 µM; actives 0.38% (n = 300,000);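 active means inhibition past about -25% in most replicates, and total fluorescence under double the plate's negative control median, limit read from the data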;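 further: 0% = DMSO and -100% = 5 µM competing unlabeled TCR2 RNA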
The depositor's hits bear a star; x = no result given.

SMILES	GRK2 aptamer HTS	Bcl-xL primary	GLD-1 TGE inh	VLA-4 inh	Fam108B inh	PME-1 inh	Efflux pump mplx	MCL1-BIM inh	MEX-5 binding
CCC(CO)Oc1cc(NC(=O)c2ccc([N+](=O)[O-])cc2)c2ncn(C(C)C)c2c1 (stereo not given)	0	x	-1	12	x	x	-0.1	x	x
CCOC(=O)CCc1c(C)c(C#N)c2[nH]c3ccccc3n2c1=O	0	10	2	8	6	9	-0.2	7	-3.2
COc1ccc(C2=NS(=O)(=O)N(C)C(C(=O)Nc3cc(OC)c(OC)c(OC)c3)=C2)cc1	2	6	-1	23	7	9	0.1	1	-0.1
CCOc1ccccc1C1N(c2ccc(F)cc2)C(=O)C2CCCN21 (stereo not given)	0	5	-1	-6	-5	-2	-0.1	-1	-0.5
CC(NS(=O)(=O)c1ccccc1)C1CC2CCC1C2 (stereo not given)	3	-2	6	29	-2	0	0.0	3	-1.9
COc1ccc(OC)c(S(=O)(=O)N2CCC(C(=O)N3CCc4ccccc4C3)CC2)c1	2	0	-1	0	1	0	0.3	6	3.0
Nc1c(-c2ccccn2)cnn1-c1nc(-c2ccc(F)cc2)cs1	3	1	3	-7	1	15	-0.1	-3	-4.5
CC(C)(C)c1ccc(C(=O)Nc2cccc(C(=O)N3CCOCC3)c2)cc1	1	5	-1	20	1	5	0.1	-2	-2.0
Nc1ccc2oc3ccccc3c2c1	1	5	5	6	1	2	0.7	0	-0.2
Cc1ccccc1C(=O)NNC1CC(=O)N(c2ccc3c(c2)OCCO3)C1=O (stereo not given)	0	2	1	2	5	-2	0.0	-3	-0.4
Nc1cc(=O)nc(SCC(=O)Nc2ccccc2)n1-c1ccccc1	2	-4	-7	5	-1	3	0.0	-1	2.4
O=C(CN1CCN(c2cccc(C(F)(F)F)c2)CC1)NCc1ccccc1	4	3	7	16	-4	12	-0.1	16	1.7
COc1ccccc1N1CCN(c2ccc3cc(S(=O)(=O)N4CCCCC4)ccc3n2)CC1	3	5	3	4	2	-1	0.0	4	2.4
O=C(O)CCCn1cc(NC(=O)c2ccc(Br)o2)cn1	1	2	7	-17	-3	-6	-0.1	6	-0.7
CCOC(=O)C1=C(COC(=O)CNC(=O)c2ccc(C(C)(C)C)cc2)NC(=O)NC1C (stereo not given)	4	2	-4	5	0	-1	0.0	0	-3.5
COC(=O)CNc1nc(Cl)nc(NC2CCCCC2)n1	0	x	x	0	x	x	0.1	x	0.1
CCCN1Cc2cccc(C(=O)NCCc3cccc(C)c3)c2C1=O	1	7	-1	10	10	0	0.1	0	0.7
CCOC(=O)c1cccc(NC(=O)CNC(=O)C2CCCCC2)c1	54*	0	3	29	-2	0	0.1	-2	-1.4
CC1(C)CC(=O)C(C=NCc2ccccn2)=C(O)C1	0	2	3	4	-1	-10	-0.5	3	-2.2
COc1ccccc1NC(=O)C1CCCN(C(=O)NCc2ccccc2)C1 (stereo not given)	0	4	1	0	1	-2	0.0	-3	-2.0
CCC1C(=O)Nc2ccccc2N1C(=O)c1ccc(Cl)nc1 (stereo not given)	3	4	-2	0	0	-2	-0.2	0	-1.1
O=C(O)CCc1nc2cc(Cl)ccc2n(Cc2ccccc2)c1=O	0	3	1	-6	-2	-1	-0.1	6	2.1
Fc1ccc(NC(=S)Nc2nccs2)cc1	0	12	2	18	3	13	0.1	3	1.2
CCOc1ccccc1N(C(=O)c1snc(C(N)=O)c1N)C(C(=O)NCC1CCCO1)c1ccc2ncccc2c1 (stereo not given)	3	2	-4	5	-4	4	0.1	2	-0.9

Compounds shown so far that have a furan ring, fused or not, in the order listed:
SMILES	GRK2 aptamer HTS	Bcl-xL primary	GLD-1 TGE inh	VLA-4 inh	Fam108B inh	PME-1 inh	Efflux pump mplx	MCL1-BIM inh	MEX-5 binding
Nc1ccc2oc3ccccc3c2c1	1	5	5	6	1	2	0.7	0	-0.2
O=C(O)CCCn1cc(NC(=O)c2ccc(Br)o2)cn1	1	2	7	-17	-3	-6	-0.1	6	-0.7

Following part
SMILES	GRK2 aptamer HTS	Bcl-xL primary	GLD-1 TGE inh	VLA-4 inh	Fam108B inh	PME-1 inh	Efflux pump mplx	MCL1-BIM inh	MEX-5 binding
CN(CC(=O)Nc1ccc(Cl)cc1)C(=O)CCC1CCCC1	2	3	4	7	-1	-1	0.1	3	-3.1
O=[N+]([O-])c1ccc(O)c(CSc2nnnn2-c2ccccc2)c1	0	-4	9	13	1	5	0.0	-5	-0.4
CC1CC(=O)N(CC(=O)Nc2ccc3c(c2)OCO3)c2ccccc2S1 (stereo not given)	0	2	6	6	4	5	0.4	5	-1.7
CC(C)(C)OC(=O)N1Cc2ccccc2C[C@H]1C(=O)NCC(=O)NCC1CCCO1 (stereo not given in full)	0	1	-3	-80	3	1	-0.1	4	-0.5
COC/C=C/C1=CC2=CC(=O)C(C)(OC(=O)c3cnc4ccccc4n3)C(=O)C2=CN1c1cccc(C#N)c1 (stereo not given)	0	14	18	1	1	4	0.3	25	-4.0
COc1cccc(/C=C/c2[nH]c(=O)[nH]c(=O)c2[N+](=O)[O-])c1O	3	3	1	28	2	4	0.1	4	-3.3
O=C(Nc1c(C(=O)N2CCCCC2)cnn1-c1ccccc1)c1ccccc1	0	-5	8	-5	2	4	-0.1	0	0.1
CC(C)OP(=O)(OC(C)C)C(O)c1ccc2c(c1)OCO2 (stereo not given)	0	8	-3	6	3	3	0.3	5	-0.4
O=C(Nc1ccccc1)N(O)c1ccc(Cl)cc1	0	1	2	13	3	-8	0.0	-3	0.6
COc1ccc(NC(=O)c2nc(C)c(C3(C)CC(c4ccccc4)=NO3)s2)cc1 (stereo not given)	1	0	7	-1	-2	-15	0.4	8	0.6
CSc1ccccc1NC(=O)Nc1ccccc1Cl	0	4	4	6	-7	3	0.1	-5	0.5
COC(=O)c1ccc(C(=S)NCC2(N(C)C)CCCCC2)cc1	0	2	2	-21	-1	-3	-0.2	11	3.4
COc1cccc(NC(=O)c2cnn(-c3ccccc3)c2C)c1	0	11	-2	-4	-2	-5	-0.1	0	2.1
CCOC(=O)Cn1c(-c2ccc(OC)cc2)c(-c2ccc(OC)cc2)nnc1=O	3	-1	-6	4	-2	-1	0.0	-3	1.3
O=C(NCCc1ccc2c(c1)OCCO2)c1ccccc1F	1	3	0	8	-1	-5	-0.1	3	-0.4
CC(C)(C)C1=Nn2c(nnc2-c2n[nH]c3c2CCC3)SC1	1	-24	-3	-8	1	2	0.0	-21	x
O=C1OCc2cc(NC(=O)C3CCCO3)ccc21 (stereo not given)	1	10	4	7	2	-1	0.0	8	0.1
Clc1ccc(Nc2nc(C3CC3)cs2)cc1	1	-1	9	3	0	7	0.7	-5	-6.1
O=C(NC1CCCCC1)c1cc(-c2cccc(Cl)c2)on1	0	3	6	3	0	-2	-0.3	0	-0.8
CCOc1ccc(C(=O)N2CCCC2)cc1	0	-2	6	-11	4	-4	-0.2	5	0.1
CC(C)(C)NC(=O)N1CCN(c2nc(-c3ccccc3)ns2)CC1	x	0	2	15	-3	0	0.0	7	1.2
Cc1cc(C)c2cc3c(N)c(C(=O)N4CCc5ccccc5C4)sc3nc2c1	3	24	-17	-288	3	23	0.2	-5	-22
CCc1nc(SCC(=O)Nc2nc3c(s2)CCCC3)c2ccccc2n1	4	0	6	1	-1	2	0.0	0	-2.4
Cc1ccc(CNc2nc(C)c(C(=O)N(C)C)s2)cc1	0	4	1	3	0	7	-0.2	7	2.4
Cc1c(C(=O)N2CCOCC2)oc2ccc(Br)cc12	0	1	8	9	6	0	-0.1	-1	-0.7
CN1CC(c2ccccn2)C2(SC(=S)N(Cc3ccccc3)C2=O)C12C(=O)Nc1ccccc12 (stereo not given)	0	5	7	-2	-8	-4	0.1	9	5.3
Cc1cc(C)c(C)c(S(=O)(=O)Nc2cccc(-n3cnnn3)c2)c1C	1	-1	5	1	-2	0	0.0	-1	-0.4
Cc1nn(C(C)C(=O)NC(C)CCc2ccccc2)c(=O)c2cc3occc3n12 (stereo not given)	0	4	4	14	3	-1	-0.1	-1	-1.0
COc1ccccc1NC(=O)COc1ccc(Br)cc1CNCCCN1CCOCC1	0	3	7	8	3	-8	-0.1	-6	0.8
CCOC(=O)c1sc(=NC(=O)c2ccc(F)cc2)n(C)c1C	0	5	8	20	0	1	-0.4	7	-0.6
N#Cc1nc(-c2ccccc2)oc1NCc1ccco1	3	2	9	-73	0	2	0.1	5	-1.1
COc1ccc(-n2c(C)cc(C(=O)COC(=O)Cn3cnc4ccccc43)c2C)cc1	0	4	-2	-21	0	1	0.4	2	-2.9
CCn1c(SCc2ccccc2)nc2cc(S(N)(=O)=O)ccc21	0	-5	4	7	5	3	0.4	-16	4.7
CC(C)c1ccc(/C=C/C(=O)NC2=NCCS2)cc1	0	5	11	29	-4	-36	-0.1	7	1.2
CCOc1ccc(NC(=O)CCC(=O)c2ccc(-c3ccccc3)cc2)cc1	2	-4	-6	-3	2	-3	-0.1	-2	2.7
Cc1ccc(CNC(=O)CC(C)S(=O)(=O)c2cc3c(cc2C)NC(=O)CO3)cc1 (stereo not given)	0	-3	7	7	-3	3	-0.2	-1	1.3
O=C(c1cc(-c2ccc(Cl)cc2)n(-c2ccc(Cl)c(Cl)c2)n1)N1CCOCC1	0	2	0	21	1	6	-0.1	3	1.5
Cc1cc(C)c(NC(=O)COC(=O)C2CCC2)c(Cl)c1	1	-1	5	2	0	4	1.2	-4	0.6
CCN1CCCC1CN(Cc1cc2ccc(C)cc2[nH]c1=O)C(=S)Nc1ccc(OC)cc1 (stereo not given)	2	-3	3	9	-2	4	0.2	-1	-0.2
O=C(O)CCS(=O)(=O)c1ccccc1Cl	1	-2	7	40	1	4	-0.1	-1	-2.2
CC(=O)C[C@H]1c2ccccc2S(=O)(=O)N1C1CCCC1	2	1	9	1	-1	-1	-0.2	-5	1.1
COc1ccc(CCNC(=O)c2cc(COc3c(C)cccc3C)on2)c(OC)c1	3	-6	-1	-11	-5	0	-0.1	-4	0.6
CCOc1ncccc1C(=O)NNC(=O)c1ccccc1-n1cccc1	6	6	0	-19	3	13	1.2	4	2.1
O=C(Nc1ccc(Cl)cn1)c1ccc2[nH]c(=O)c(=O)[nH]c2c1	11	6	0	2	-1	1	0.0	11	-2.3
COc1ccc(C)cc1C(=O)CCC(=O)NCCc1ccc(S(N)(=O)=O)cc1	3	-1	9	1	-6	1	-0.1	-1	-1.1
CC(OC(=O)c1cc(=O)c2ccccc2o1)C(=O)c1ccccc1 (stereo not given)	3	-3	-1	-13	x	1	-0.3	-1	x
COc1ccc(N2CCN(C(=O)COc3ccc(Cl)cc3Cl)CC2)cc1	3	12	-3	-8	-3	3	0.0	7	-0.9
O=P(c1ccccc1)(c1ccccc1)c1nc(-c2ccccc2)oc1NCc1ccccc1	0	-1	4	-7	4	1	0.0	-7	0.7
Cc1cccc(CCNS(=O)(=O)c2ccc3c(c2)n(C)c(=O)c(=O)n3C)c1	5	4	2	15	2	4	-0.1	3	3.7
COc1cccc(N2CCN(C(=O)CCNS(=O)(=O)c3ccc(F)c(F)c3)CC2)c1	0	x	-6	-159	x	x	-0.2	x	x
Cn1c(=O)c(C(=O)CCl)c(N)n(Cc2ccccc2)c1=O	1	6	0	12	-4	-2	-0.1	5	-0.9
COc1ccc(CNC(=O)c2ccc(SC)cc2OC)cc1	0	1	-2	0	-2	7	-0.1	2	2.4

Source: PubChem

These rows are one share of the data; rates above refer to the full screens.
